MEX-5 binding – C. elegans MEX-5 TCR-2 RNA binding activity. 0.38% of 300,000 active. MEX-5/FITC-TCR2 RNA binding, fluorescence polarization; hits give low values. AID 1832. activity score (negative = inhibition of binding), % at 10 µM;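 active = inhibition past about -25% in most replicates, and total fluorescence under double the plate's negative control median, limit read from the data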;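 also: 0% = DMSO and -100% = 5 µM competing unlabeled TCR2 RNA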
Fam108B inh – blocks mouse Fam108B hydrolase in RBBP9 counter-screen. AID 1947. recombinant Fam108B, FP-Rh probe fluorescence polarization. 0.33% of 300,000 active. inhibition, % at 9.51 µM;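 active = inhibition above the screen mean inhibition plus 3 SD, computed separately per campaign, cut at about 18% in these data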;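 also: inhibitors lower polarization as less probe binds the enzyme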
pPAFAH inh – pPAFAH (human) enzyme inhibition; Q13093; AID 463082; recombinant pPAFAH, FP-rhodamine probe fluorescence polarization; inhibition, % at 3.39 µM; 1.5% of 330,000 active;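 active = inhibition above the mean inhibition across the screen plus 3 SD, cut at about 25% in these data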;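 also: inhibitors block binding of the rhodamine activity-based probe so polarization drops; 0% = enzyme with DMSO and 100% = wells lacking pPAFAH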
GLD-1 TGE inh – GLD-1-TGE RNA interaction inhibition (C. elegans) | inhibition, % at 5.96 µM | Q17339 | 0.44% of 320,000 active | purified GLD-1 + fluorescein TGE RNA, fluorescence polarization;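 active = percent inhibition above a per-plate cutoff, the plate mean of test compounds plus 3 SD, cut at about 30% in these data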;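 also: 0% = DMSO wells with GLD-1 and probe and 100% = wells lacking GLD-1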
PAFAH1B2 inh – inhibitors of human PAFAH1B2; recombinant PAFAH1B2, FP-rhodamine activity probe, fluorescence polarization; AID 492953; inhibition, % at 3.39 µM; 1.2% of 340,000 active;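 active = inhibition above the mean of all tested compounds plus 3 SD, cut at about 24% in these data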;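 also: 0% = enzyme with DMSO and 100% = wells lacking PAFAH1B2; many of its hits are not listed in these tables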
Bcl-xL primary – blocks human Bcl-xL binding to Bim BH3 peptide. GST-Bcl-xL / FITC-Bim BH3 peptide fluorescence polarization. inhibition, % at 10.9 µM. 0.7% of 320,000 active. AID 2129;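 active = inhibition above the mean of all tested compounds plus 3 SD, cutoff set per campaign, cut at about 30% in these data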;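 also: 0% = DMSO wells and 100% = unlabeled Bim-BH3 peptide competitor; inhibitors lower millipolarization by displacing the labeled peptide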
AHR activator – human AHR activation | P35869 | AHR-responsive luciferase reporter cells, luminescence | activation, % at 5 µM | 2.5% of 320,000 active | AID 2796; in the data active = activation above about 47%;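 also: 0% = vehicle wells and 100% = reference agonist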
Target sequence (P35869 whole entry, looked up): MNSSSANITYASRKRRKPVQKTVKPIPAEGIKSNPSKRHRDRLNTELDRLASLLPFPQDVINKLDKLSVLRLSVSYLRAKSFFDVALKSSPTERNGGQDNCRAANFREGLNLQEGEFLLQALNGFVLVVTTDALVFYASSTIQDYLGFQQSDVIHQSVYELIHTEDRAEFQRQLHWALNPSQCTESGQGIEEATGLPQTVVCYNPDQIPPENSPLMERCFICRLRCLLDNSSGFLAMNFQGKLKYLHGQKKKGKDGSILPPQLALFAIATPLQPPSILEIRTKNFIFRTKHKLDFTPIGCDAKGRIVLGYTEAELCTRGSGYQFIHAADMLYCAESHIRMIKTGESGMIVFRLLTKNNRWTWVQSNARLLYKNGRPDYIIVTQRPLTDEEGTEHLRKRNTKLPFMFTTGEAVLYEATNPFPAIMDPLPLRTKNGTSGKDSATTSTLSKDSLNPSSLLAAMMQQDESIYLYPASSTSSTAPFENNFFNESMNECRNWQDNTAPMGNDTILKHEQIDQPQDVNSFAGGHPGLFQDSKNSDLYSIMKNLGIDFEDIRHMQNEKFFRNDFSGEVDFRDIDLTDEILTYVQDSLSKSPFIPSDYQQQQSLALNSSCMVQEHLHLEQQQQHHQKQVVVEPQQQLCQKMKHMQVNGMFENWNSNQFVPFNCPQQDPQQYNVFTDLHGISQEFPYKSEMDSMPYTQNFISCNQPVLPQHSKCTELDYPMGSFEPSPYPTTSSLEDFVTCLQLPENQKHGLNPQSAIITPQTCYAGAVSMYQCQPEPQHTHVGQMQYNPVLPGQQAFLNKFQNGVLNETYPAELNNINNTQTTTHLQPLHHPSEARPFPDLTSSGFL
MCL1-BIM inh – inhibitors of human MCL1 binding to BIM-BH3 peptide; Q07820; 0.68% of 320,000 active; inhibition, % at 10.9 µM; GST-MCL1 / FITC-Bim-BH3 fluorescence polarization;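 active = inhibition above the mean inhibition of all tested compounds plus 3 SD, set per campaign, cut at about 40% in these data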;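 also: 0% = DMSO wells and 100% = unlabeled Bim-BH3 peptide control; higher means more loss of mP so more displacement of Bim peptide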
PME-1 primary – PME-1 (human) inhibition; Q9Y570; inhibition, % at 5.9 µM; recombinant PME-1, FP-Rh probe fluorescence polarization; 0.53% of 320,000 active;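 active = inhibition above the campaign mean of all compounds plus 3 SD, cut at about 26% in these data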;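 also: competitive labeling of PME-1 active site by serine hydrolase directed probe; 0% = PME-1 with DMSO and 100% = wells lacking PME-1 enzyme; inhibitors block probe labeling so polarization falls and inhibition rises; many of its hits are not listed in these tables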
An asterisk follows results filed as active. The list is partial; the hit share may differ from the screen's.

For Cn1c(=O)c2c(nc(N3CCN(c4ccccc4)CC3)n2CCCc2ccccc2)n(C)c1=O the results were MEX-5 binding -1.7, Fam108B inh -3, pPAFAH inh -4, GLD-1 TGE inh 4, PAFAH1B2 inh 1, Bcl-xL primary 1, AHR activator 8, MCL1-BIM inh -2 and PME-1 primary 5.
`COc1ccc(NC(=O)C2CCCN(c3cnccn3)C2)cc1` (stereo unspecified) gave MEX-5 binding 1.0, Fam108B inh 1, pPAFAH inh 4, GLD-1 TGE inh 9, PAFAH1B2 inh 7, Bcl-xL primary 5, AHR activator 41, MCL1-BIM inh -5 and PME-1 primary -4.
`CCOC(=O)c1c(-c2cccc([N+](=O)[O-])c2)csc1NC(=O)C1CCCCC1` gave MEX-5 binding -0.5, Fam108B inh -3, pPAFAH inh 7, GLD-1 TGE inh 0, PAFAH1B2 inh -5, Bcl-xL primary 9, AHR activator -2, MCL1-BIM inh 8 and PME-1 primary -5.
For COc1ccc(C(=O)NC(C(=O)N2CCN(c3ccccc3O)CC2)C(C)C)cc1 (stereo unspecified) the results were MEX-5 binding 0.4, Fam108B inh 2, pPAFAH inh -4, GLD-1 TGE inh 2, PAFAH1B2 inh 5, Bcl-xL primary 3, AHR activator -2, MCL1-BIM inh -1 and PME-1 primary -2.
For COc1ccc(C2CC(c3cccs3)=NN2c2ccccc2)cc1 (stereo unspecified) the results were MEX-5 binding 1.0, Fam108B inh 3, pPAFAH inh 10, GLD-1 TGE inh 6, PAFAH1B2 inh 2, Bcl-xL primary 5, AHR activator 3, MCL1-BIM inh 5 and PME-1 primary 8.
For COc1ccc(CNC(=O)Nc2ccc3c(c2)N(C)C(=O)CS3)cc1 the results were MEX-5 binding -8.4, Fam108B inh -4, pPAFAH inh 8, GLD-1 TGE inh 0, PAFAH1B2 inh 0, Bcl-xL primary 1, AHR activator 19, MCL1-BIM inh 3 and PME-1 primary 2.
For COC(=O)c1sccc1NC(=O)C1CC=CCC1C(=O)O (stereo unspecified) the results were MEX-5 binding 0.6, Fam108B inh 0, pPAFAH inh 5, GLD-1 TGE inh 3, PAFAH1B2 inh 1, Bcl-xL primary 8, AHR activator 0, MCL1-BIM inh 5 and PME-1 primary 1.
Nc1nonc1C(=O)OCC(=O)N1CCOCC1 was read as MEX-5 binding -0.5, Fam108B inh 2, pPAFAH inh -3, GLD-1 TGE inh -2, PAFAH1B2 inh 2, Bcl-xL primary 3, AHR activator -1, MCL1-BIM inh -5 and PME-1 primary -4.
For Cc1cc(=O)oc2cc(NS(=O)(=O)c3ccc(F)cc3)ccc12 the results were MEX-5 binding -2.6, Fam108B inh 1, pPAFAH inh -2, GLD-1 TGE inh 0, PAFAH1B2 inh 6, Bcl-xL primary -2, AHR activator -2, MCL1-BIM inh 4 and PME-1 primary 0.
For CCCn1c(=N)n(CC(=O)OCC)c2ccccc21 the results were MEX-5 binding 2.4, Fam108B inh 3, pPAFAH inh 4, GLD-1 TGE inh 3, PAFAH1B2 inh -1, Bcl-xL primary 5, AHR activator 2, MCL1-BIM inh 0 and PME-1 primary 0.
Cn1cc(CC(=O)NC2CCCCC2)c2ccccc21 was read as MEX-5 binding -0.8, Fam108B inh 4, pPAFAH inh 1, GLD-1 TGE inh 1, PAFAH1B2 inh -1, Bcl-xL primary 6, AHR activator 3, MCL1-BIM inh 11 and PME-1 primary 8.
`CC(NC(=O)COC(=O)c1ccc2ccccc2n1)C1CC2CCC1C2` (stereo unspecified) gave MEX-5 binding 3.2, Fam108B inh 1, pPAFAH inh 23, GLD-1 TGE inh -8, PAFAH1B2 inh -1, Bcl-xL primary 4, AHR activator 7, MCL1-BIM inh 16 and PME-1 primary 3.
Screening O=C(O)c1nn(-c2cccc(Cl)c2)c(=O)cc1O returned MEX-5 binding 0.2, Fam108B inh -3, pPAFAH inh 0, GLD-1 TGE inh -3, PAFAH1B2 inh 0, Bcl-xL primary 2, AHR activator 0, MCL1-BIM inh -1 and PME-1 primary -1.
Screening O=C(NCCc1nnc2ccc(NCc3ccc(F)cc3)nn12)c1ccccc1 returned MEX-5 binding 2.7, Fam108B inh -2, pPAFAH inh 15, GLD-1 TGE inh 8, PAFAH1B2 inh 5, Bcl-xL primary 2, AHR activator 1, MCL1-BIM inh 0 and PME-1 primary 0.
For CCCSc1ccc([C@@H]2[C@@H]3C(=O)N(C)C(=O)[C@@H]3[C@]3(C(=O)OC)CCCN23)cc1OC the results were Fam108B inh 2, pPAFAH inh 4, GLD-1 TGE inh -3, PAFAH1B2 inh 3, Bcl-xL primary 5, AHR activator 12, MCL1-BIM inh 7 and PME-1 primary -4.
Screening CN1CCc2c(sc(NC(=O)CS(=O)(=O)c3ccc(F)cc3)c2C(N)=O)C1 returned MEX-5 binding -6.2, Fam108B inh 3, pPAFAH inh 1, GLD-1 TGE inh 11, PAFAH1B2 inh 7, Bcl-xL primary 11, AHR activator 3, MCL1-BIM inh 10 and PME-1 primary 4.
Screening COc1cc(/C=N/NC(=S)Nc2cccc(S(=O)(=O)N(C)C)c2)cc(OC)c1O returned MEX-5 binding -1.1, Fam108B inh 4, pPAFAH inh 9, GLD-1 TGE inh -4, PAFAH1B2 inh 5, Bcl-xL primary 10, AHR activator 3, MCL1-BIM inh 8 and PME-1 primary 29*.
Screening COc1ccc(C(=O)Nc2cc3c4c(c2)C(C)C(=O)N4CCC3)cc1 (stereo unspecified) returned MEX-5 binding -1.6, Fam108B inh 1, pPAFAH inh 11, GLD-1 TGE inh 8, PAFAH1B2 inh 10, Bcl-xL primary 2, AHR activator 4, MCL1-BIM inh -12 and PME-1 primary 6.
`COc1ccc(OC)c2c1C(=O)C(Cl)=C(Cl)C2=O` gave MEX-5 binding -1.9, Fam108B inh -1, pPAFAH inh 10, GLD-1 TGE inh 18, PAFAH1B2 inh 5, Bcl-xL primary 39*, AHR activator 137*, MCL1-BIM inh 71* and PME-1 primary 3.
`O=C(CN1CCCCCC1)OCCN=C1NS(=O)(=O)c2ccccc21` gave MEX-5 binding 2.2, Fam108B inh -1, pPAFAH inh -4, GLD-1 TGE inh -1, PAFAH1B2 inh -1, Bcl-xL primary 1, AHR activator 0, MCL1-BIM inh 3 and PME-1 primary -12.
For COc1ccc(-n2c(SCC(=O)OC(C)C)nnc2-c2ccccn2)cc1 the results were MEX-5 binding -1.8, Fam108B inh 2, pPAFAH inh 6, GLD-1 TGE inh -1, PAFAH1B2 inh 2, Bcl-xL primary 5, AHR activator 1, MCL1-BIM inh 8 and PME-1 primary -1.
Screening NC(=O)c1nsc(C(=O)N(CC(=O)NCc2ccco2)c2ccccc2F)c1N returned MEX-5 binding 0.3, Fam108B inh -1, pPAFAH inh -4, GLD-1 TGE inh 3, PAFAH1B2 inh 3, Bcl-xL primary 0, AHR activator -2, MCL1-BIM inh 1 and PME-1 primary 2.
Cn1nc2c(c1C(=O)N1CCCC(C(=O)c3cc(F)ccc3F)C1)CCCC2 (stereo unspecified) was read as MEX-5 binding 0.4, Fam108B inh -1, pPAFAH inh 3, GLD-1 TGE inh 2, PAFAH1B2 inh -2, Bcl-xL primary 7, AHR activator 0, MCL1-BIM inh 8 and PME-1 primary 5.
COC(=O)c1ccc(N2C(=O)c3ccc(OC)c(OC)c3C2=O)cc1 was read as MEX-5 binding -0.1, Fam108B inh -1, pPAFAH inh 11, GLD-1 TGE inh 13, PAFAH1B2 inh 6, Bcl-xL primary 1, AHR activator -2, MCL1-BIM inh 5 and PME-1 primary -2.
Screening CCCn1c(COc2ccccc2OC)nc2ccccc21 returned MEX-5 binding 0.7, Fam108B inh -1, pPAFAH inh -4, GLD-1 TGE inh -2, PAFAH1B2 inh 0, Bcl-xL primary 3, AHR activator 7, MCL1-BIM inh -4 and PME-1 primary -2.
Screening CCOc1ccc(N2CSC3=C(C#N)C(c4ccco4)CC(=O)N3C2)cc1 (stereo unspecified) returned MEX-5 binding 0.2, Fam108B inh 1, pPAFAH inh 48*, GLD-1 TGE inh 19, PAFAH1B2 inh -5, Bcl-xL primary 28, AHR activator 8, MCL1-BIM inh 78* and PME-1 primary -3.
For COc1ccc(S(=O)(=O)NCCc2c(C)nn(C)c2Oc2ccccc2)cc1 the results were MEX-5 binding -1.4, Fam108B inh 0, pPAFAH inh 9, GLD-1 TGE inh -1, PAFAH1B2 inh 5, Bcl-xL primary 3, AHR activator 4, MCL1-BIM inh -2 and PME-1 primary 1.
Screening CCN1C(=O)C(=O)N(CC(=O)c2[nH]c(C)c(C(C)=O)c2C)C1=O returned MEX-5 binding 0.3, Fam108B inh 1, pPAFAH inh 1, GLD-1 TGE inh 1, PAFAH1B2 inh -2, Bcl-xL primary 1, AHR activator 3, MCL1-BIM inh -6 and PME-1 primary -1.
`CCn1c(C(=O)O)c(CC(=O)NC2CCCCCC2)c2ccccc21` gave MEX-5 binding 1.7, Fam108B inh -1, pPAFAH inh 2, GLD-1 TGE inh 0, PAFAH1B2 inh 8, Bcl-xL primary -1, AHR activator -1, MCL1-BIM inh 3 and PME-1 primary 6.
Screening N#Cc1ccccc1NC(=O)c1ccc2c(c1)OCCO2 returned MEX-5 binding 1.5, Fam108B inh 1, pPAFAH inh 3, GLD-1 TGE inh 6, PAFAH1B2 inh -4, Bcl-xL primary 2, AHR activator -3, MCL1-BIM inh 2 and PME-1 primary 0.
COc1ccc2c(c1)CCc1sc(NC(=O)c3ccco3)nc1-2 was read as MEX-5 binding -0.9, Fam108B inh -3, pPAFAH inh 7, GLD-1 TGE inh -3, PAFAH1B2 inh 2, Bcl-xL primary 2, AHR activator 4, MCL1-BIM inh 0 and PME-1 primary 11.
`Cc1nc(/C=C/c2ccccc2)cc(/C=C/c2ccccc2)n1` gave MEX-5 binding -0.7, Fam108B inh -4, pPAFAH inh 4, GLD-1 TGE inh -7, PAFAH1B2 inh -4, Bcl-xL primary 0, AHR activator 10, MCL1-BIM inh -1 and PME-1 primary -2.
COc1ccc(-c2cc(C(=O)OCC(=O)Nc3cc(C)on3)c3ccccc3n2)cc1OC was read as MEX-5 binding -0.2, Fam108B inh -2, pPAFAH inh 3, GLD-1 TGE inh 6, PAFAH1B2 inh -2, Bcl-xL primary -4, AHR activator 0, MCL1-BIM inh -6 and PME-1 primary 1.

Among those listed so far, two have a Cl atom:
Screening O=C(O)c1nn(-c2cccc(Cl)c2)c(=O)cc1O returned MEX-5 binding 0.2, Fam108B inh -3, pPAFAH inh 0, GLD-1 TGE inh -3, PAFAH1B2 inh 0, Bcl-xL primary 2, AHR activator 0, MCL1-BIM inh -1 and PME-1 primary -1.
`COc1ccc(OC)c2c1C(=O)C(Cl)=C(Cl)C2=O` gave MEX-5 binding -1.9, Fam108B inh -1, pPAFAH inh 10, GLD-1 TGE inh 18, PAFAH1B2 inh 5, Bcl-xL primary 39*, AHR activator 137*, MCL1-BIM inh 71* and PME-1 primary 3.

Screening data as filed in PubChem BioAssay.
